# Assay outcomes: PubChem, several laboratories
# XIAP displacement = XIAP antagonists, biochemical, IAP family, fluorescence polarization (AID 1018); XIAP BIR domain, fluorescence polarization peptide displacement; higher % means a stronger effect; displacement, % at 20 µM, or IC50 in µM where a hit was titrated; 0.007% of 200,000 active; in the data active means displacement above about 50%; further: a part of the inactive calls stands beside numbers as strong as those of hits
# human PMI inhibition = inhibitors of human PMI, primary screen, biochemical, fluorescence intensity, coupled assay (AID 1209); 0.42% of 190,000 active; purified PMI enzyme, coupled fluorescence intensity; higher % means a stronger effect; inhibition, % at 20 µM, or IC50 in µM where a hit was titrated;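 further: plate controls were DMSO vehicle for no effect and wells lacking substrate for full effect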
# TNAP activation fold = stimulation of alkaline phosphatase TNAP activity – biochemical, luminescent, no phosphate acceptor, uHTS, primary screen (AID 1001) | one-dose activation fold at 20 µM; EC50 in µM for titrated hits | 0.03% of 200,000 active | purified TNAP, luminescent activation assay, no phosphate acceptor; higher activation fold means a stronger effect; in the data active means activation fold from about 3, or a potency from the dose series; inactive means the rest, 99 in 100 with activation fold below about 1.6; further: many of its hits are not listed in these tables
# Myeloid diff 2 = promotes myeloid progenitor differentiation; AID 624256; calls only at 10 µM; 1% of 360,000 active; ER-HoxA9 myeloid progenitors, lysozyme-GFP differentiation, flow cytometry;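 active means normalized GFP-positive differentiation at or above the plate's own cutoff, the solvent-only control mean plus 3 SD; inconclusive means no clear call, values can overlap the other calls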;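 further: cells exposed to compound for four days before flow analysis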
# human PMI inhibitors = MPI inhibition at elevated mannose 6-phosphate – biochemical, fluorescence intensity, high mannose 6-phosphate, primary screen (AID 1220) | recombinant PMI enzyme, coupled fluorescence intensity; higher % means a stronger effect | inhibition, % at 20 µM; hits with a dose series show IC50 in µM | 0.66% of 190,000 active
# Salmonella PhoP GFP = inhibitors of PhoP regulon expression, primary screen, Salmonella Typhimurium, GFP reporter (AID 1863) | S. Typhimurium PhoP-regulated promoter GFP reporter, 4 h; higher % means a stronger effect | 0.16% of 300,000 active | inhibition, % at 50 µM, or IC50 in µM where a hit was titrated;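 active means inhibition over 29.93%, a cutoff 3 SD above the screen mean, later confirmed by dose response; inconclusive means inhibition over 29.93% but no dose response follow-up; inactive means inhibition at most 29.93% or unconfirmed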;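 further: 0% = low Mg2+ inducing control and 100% = high Mg2+ repressing control; strong numbers were not always called active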
# WT yeast gro inh = growth inhibition of WT yeast, mitochondrial fusion screen. 2.1% of 190,000 active. AID 1362. mitochondrial fusion phenotypic screen, WT strain. inhibition, % at 10 µM; in the data active means inhibition above about 58%; tested in S. cerevisiae
# SIAH1 antagonists = Siah-1 peptide-binding antagonists, primary screen, biochemical, fluorescence polarization, rhodamine-plectin, uHTS (AID 1817); Siah-1 / rhodamine-plectin peptide fluorescence polarization; higher % means a stronger effect; one-dose displacement, % at 20 µM; IC50 in µM for titrated hits; 0.02% of 290,000 active;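 active means displacement of at least 50% at 20 µM, with a fluorescence ratio check between 0.3 and a set limit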;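 further: plate controls were Siah plus tracer with DMSO for no effect and tracer alone without Siah for full effect; strong numbers were not always called active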
# RSV CPE inhibition = inhibition of RSV-induced cytopathic effect – HEp-2 cells, primary 10 µM value included (AID 2391); HEp-2 cells, RSV-induced CPE inhibition; higher % means a stronger effect; 0.13% of 310,000 active; CPE inhibition, % at 10 µM; hits with a dose series show IC50 in µM; in the data active means a potency from the dose series; inconclusive means CPE inhibition mostly from about 23% at the one dose, without a potency; inactive means the rest, 99 in 100 with CPE inhibition below about 21%; further: strong numbers were not always called active
# WT yeast gro inh mutant strain = further read-out of WT yeast gro inh, marked with its call; inhibition, %; mitochondrial fusion phenotypic screen, mutant strain inhibition
# Myeloid diff 2 GFP+ MAC1+ % = second read-out of Myeloid diff 2, no call of its own (marks repeat the call); GFP+ MAC1+ double positive, %; measured here: differentiation confirmed by MAC1 staining
# * marks the source's active call; other numbers are inactive results; i = inactive; ? = inconclusive; . = no result given. Unless noted, no stated cut-off is given here; in the data, active means inhibition above about 50%; inactive means the rest.
SMILES,XIAP displacement,human PMI inhibition,TNAP activation fold,Myeloid diff 2,Myeloid diff 2 GFP+ MAC1+ %,human PMI inhibitors,Salmonella PhoP GFP,WT yeast gro inh,WT yeast gro inh mutant strain,SIAH1 antagonists,RSV CPE inhibition
COc1ccc(S(=O)(=O)Nc2c(C(=O)O)[nH]c3ccccc23)cc1,.,.,.,i,1.2,.,-5%,.,.,5%,1.5%
CCC(C)C(NC(=O)c1ccccc1NC(=O)c1ccccc1)C(=O)O (stereo not given),.,.,.,i,1.1,.,6%,.,.,0%,-0.7%
CCCCOc1ccc(-c2[nH]ncc2C=O)cc1,-5.7%,5%,1.4,i,0.6,2%,-4%,-14,-4,0%,0.5%
COc1ccc(N2CCN(C(=O)CCCn3c(=O)c4cccn4c4cccnc43)CC2)cc1,.,.,.,i,0.0,.,3%,.,.,-2%,0.3%
CCC(=O)Oc1ccc(C2N(C(=O)CC)CCN2S(=O)(=O)c2ccc(C)cc2)cc1OC (stereo not given),-4.2%,6%,1.1,i,0.8,4%,5%,8,1,-7%,3.7%
Cn1cc(Cl)c(C(=O)Nc2cccc(Cl)c2Cl)n1,-5.9%,1%,1.1,i,9.2,0%,1%,-16,-18,12%,10.0%
CCC(CC)C(=O)NCc1ccc(OC)cc1,-4.1%,-2%,1.1,i,0.2,3%,-5%,-4,5,3%,4.7%
Cc1ccc(OCC(=O)Nc2ccc(-c3nc4ncccc4o3)cc2)c(C)c1,-20%,98%*,1,i,1.2,17%,-8%,0,-4,4%,2.8%
COc1ccc2c(c1)c(N=O)c(O)n2C,-8.2%,-8%,0.7,i,0.1,3%,17%,-4,-1,-6%,4.8%
CC(C)c1nnc(NC(=O)c2cccc(-n3cnnn3)c2)s1,0.1%,-2%,1.1,i,0.3,0%,-5%,-12,-2,7%,3.0%
O=C(Nc1ccccc1C(=O)N1CCOCC1)c1ccc(Br)cc1,.,.,.,i,0.8,.,2%,.,.,2%,2.7%
Cc1cccc(C(O)(C(=O)NNc2ccc3ccccc3n2)c2cccc(C)c2)c1,-10%,-13%,1.2,i,0.3,-17%,12%,5,-6,-9%,5.5%
O=C(O)CCSCC(=O)c1ccc2c(c1)OCCO2,-2.7%,-24%,1.1,.,.,-21%,-11%,19,26,-1%,0.6%
Cc1ccc(C(C)C)c(OCc2ccc(C(=O)N/N=C/c3cccc(O)c3O)cc2)c1,3.3%,-5%,1.9,.,.,24%,24%,-17,-11,23%,-0.9%
COC(=O)C1CCCN1S(=O)(=O)c1ccccc1NC(=O)c1cc(OC)c(OC)c(OC)c1 (stereo not given),.,.,.,i,0.3,.,-2%,.,.,2%,-1.0%
Cc1ccc(C2/C(=C(/O)c3ccc(Cl)cc3)C(=O)C(=O)N2CC2CCCO2)o1 (stereo not given),-5.5%,-32%,1,i,0.8,-28%,-2%,5,-2,4%,4.7%
CCn1cnc2cc(NCc3ccc(Cl)cc3)ccc21,.,.,.,i,0.8,.,7%,.,.,-1%,11%
COc1ccc(N=Cc2cc(Cc3ccccc3Cl)cc([N+](=O)[O-])c2O)cc1OC,17%,11%,0.8,i,0.1,55%*,1%,0,-2,33%,5.9%
CCOc1cc(C(=O)CCC(=O)OCC(=O)NC(=O)NCC(C)C)ccc1O,.,.,.,i,0.4,.,-8%,.,.,1%,2.3%
CCOC(=O)c1ccc(Nc2nc(C(=O)OCC)nc3ccccc23)cc1,-4.3%,13%,1,i,0.3,13%,-2%,5,36,-1%,0.3%

# Copied from the list:
# Result for Cc1ccc(C(C)C)c(OCc2ccc(C(=O)N/N=C/c3cccc(O)c3O)cc2)c1 in human PMI inhibitors: 24%
# Result for COC(=O)C1CCCN1S(=O)(=O)c1ccccc1NC(=O)c1cc(OC)c(OC)c(OC)c1 (stereo not given) in SIAH1 antagonists: 2%

# Going on with the list.
SMILES,XIAP displacement,human PMI inhibition,TNAP activation fold,Myeloid diff 2,Myeloid diff 2 GFP+ MAC1+ %,human PMI inhibitors,Salmonella PhoP GFP,WT yeast gro inh,WT yeast gro inh mutant strain,SIAH1 antagonists,RSV CPE inhibition
CCOc1ccc(CN(C)C(=O)[C@H](C)NC(=O)c2ccco2)cc1OC,.,.,.,i,1.2,.,-2%,.,.,1%,2.0%
Cc1cc(C)n(CC(=O)NC2CCCCC2)n1,-3.8%,2%,1.1,i,1.1,2%,19%,6,13,3%,0.8%
CCOC(=O)C1(Cc2cccc(Cl)c2)CCCN(C(=O)c2c(CC)noc2C)C1 (stereo not given),.,.,.,i,7.7,.,0%,.,.,-2%,5.1%
COCCNCCCCOc1c(Cl)cc(C)cc1Br,-0.3%,0%,1,i,0.5,-6%,6%,13,50,5%,-1.0%
Cn1c(Nc2ccccc2)nc2ccccc21,.,.,.,i,0.5,.,-13%,.,.,-1%,6.5%
COc1cccc(OC)c1NC(=O)CN1CCC(NC(=O)c2cccc(F)c2)CC1,-5.6%,-3%,1.1,i,0.5,5%,3%,4,3,10%,4.0%
O=C(N/N=C/c1cc2c(c([N+](=O)[O-])c1)OCO2)c1ccncc1,.,.,.,i,0.4,.,-13%,.,.,-4%,0.6%
COc1cc2cc(C)c3nnc(SCC(N)=O)n3c2cc1OC,-2.7%,16%,1.1,.,.,8%,.,.,.,2%,.
COc1ccccc1C(=O)Nc1ccon1,-5.2%,2%,1.1,i,4.5,-1%,9%,-6,1,-2%,-0.4%
O=C(O)C1CCCN(S(=O)(=O)c2ccc(Br)cc2)C1 (stereo not given),-4.1%,-3%,1.2,i,8.3,-4%,-9%,5,7,0%,-0.2%
Cc1cccc(N2CCN(C(=O)CCNS(=O)(=O)c3ccc4c(c3)oc(=O)n4C)CC2C)c1 (stereo not given),.,.,.,i,1.3,.,0%,.,.,11%,2.7%
COC(=O)c1cccc(NC(=O)COc2cccc([N+](=O)[O-])c2)c1,-7.7%,10%,1,i,0.3,6%,-2%,11,17,-3%,3.9%
CCCCC(=O)Nc1ccc(S(=O)(=O)N2CCCCC2c2cccnc2)cc1 (stereo not given),.,.,.,i,1.0,.,1%,.,.,1%,7.3%
COc1ccc(CNC(=O)Cn2nc([N+](=O)[O-])cc2C)cc1,.,.,.,i,1.3,.,2%,.,.,0%,2.3%
Cc1nn(C)c(C)c1CN(C(=O)C1CCC(=O)N(C2CCCCCC2)C1)C(C)C (stereo not given),.,.,.,i,5.0,.,-6%,.,.,1%,3.4%
Cc1c(/C=N\NC(=O)C2(C)CC2(Cl)Cl)cnn1C (stereo not given),-3.2%,-9%,1.1,i,1.0,-5%,10%,-2,-13,2%,1.9%
O=C(Cc1ccccc1)NC1CCN(Cc2ccccc2)CC1,-3.6%,-21%,1.2,i,0.1,-12%,1%,-29,20,5%,-2.1%
CCN(CC)c1nc(Nc2ccc([N+](=O)[O-])cc2)nc(N(CC)CC)n1,.,.,.,i,0.3,.,-1%,.,.,-4%,?
CCOC(=O)c1cccc(NC(=O)c2ccccc2C)c1,-3.8%,5%,1.1,i,0.3,-1%,0%,-8,-1,-1%,1.8%
O=C(NN=C1CCCC1)c1ccccc1OCc1ccc(Cl)cc1,-1.3%,-5%,1.1,i,0.4,-6%,7%,24,-17,5%,2.9%
CC(C)(C)C(=O)Nc1nnc(-c2ccncc2)o1,-0.2%,-6%,1.2,i,0.7,-4%,8%,-1,15,5%,0.6%
COc1ccccc1CNC(=O)C1CCN(S(=O)(=O)c2cccc([N+](=O)[O-])c2)CC1,.,.,.,i,1.1,.,4%,.,.,7%,2.8%
CCOC(=O)C1=C(CS(=O)(=O)c2ccc(F)cc2)NC(=O)NC1c1ccc(O)c(O)c1 (stereo not given),.,.,.,i,2.0,.,-2%,.,.,-1%,0.6%
Nc1nc(Nc2ccccc2)nc(NCc2ccco2)c1[N+](=O)[O-],-14%,10%,0.9,i,0.0,6%,6%,35,31,-2%,?
O=C(NC(=S)Nc1ccc(CN2CCOCC2)cc1)c1ccccc1[N+](=O)[O-],-6.1%,13%,1.3,?,.,3%,-2%,-12,-8,-1%,0.6%
O=C(Nc1ccc2c(c1)CCC2)c1cnc(Cl)c(Cl)c1,-6.1%,-9%,1.1,i,0.3,-10%,12%,-2,-2,7%,0.1%
CCN(CC)CCNC(=O)/C(=C/c1cn(CC)c2ccccc12)NC(=O)c1cc(OC)c(OC)c(OC)c1,-5.1%,-6%,0.9,i,0.4,-2%,-6%,9,13,-4%,-1.0%
CCN(CC)c1ccc(/C=N/N2CCN(Cc3cccc4ccccc34)CC2)c(O)c1,-5.6%,17%,1.1,i,0.9,31%,-3%,16,-2,2%,-1.1%
COc1cc2c(cc1OC)C(NC(=O)c1ccc(C)cc1)CC2=O (stereo not given),.,.,.,i,0.9,.,20%,.,.,-3%,0.2%
CCOc1ccc(N2C(=O)CC(N(CCc3ccc(OC)c(OC)c3)C(=O)/C=C/C(=O)O)C2=O)cc1 (stereo not given),.,.,.,i,0.0,.,-9%,.,.,-2%,1.1%
CC(=O)Nc1ccc(Nc2cc(N(C)C)c3nonc3c2[N+](=O)[O-])cc1,.,.,.,i,0.4,.,0%,.,.,-4%,0.3%
COc1ccccc1CNC(=O)CCCNS(=O)(=O)c1cccc2nsnc12,-1.4%,-8%,1,i,0.9,-1%,-5%,-2,-2,1%,0.6%
Cc1nc2nc[nH]n2c(=O)c1C/C=C/c1ccccc1,-11%,8%,1.1,i,0.6,14%,-13%,-15,13,0%,4.1%
O=C(C1CCCN(Cc2nc(-c3cccs3)no2)C1)N1CCOCC1 (stereo not given),-5.1%,1%,1.1,i,0.3,-2%,-4%,-10,6,5%,-1.1%
O=C(NCCc1ccccc1Cl)C1CCC(=O)N(Cc2cccc(C(F)(F)F)c2)C1 (stereo not given),.,.,.,i,1.4,.,-8%,.,.,5%,1.4%
O=C(NC1CCCC1)C(=O)N(c1ccccc1F)C(C(=O)NCC1CCCO1)c1cccs1 (stereo not given),-8.0%,-5%,1.1,i,0.1,-12%,-8%,-31,11,-1%,-0.4%
Cc1cccc(NC(=O)CSc2ncnc3sc(C)cc23)c1,.,.,.,i,0.6,.,4%,.,.,7%,1.7%
Cc1ccc(C(=O)Nc2ccc(S(=O)(=O)NCc3ccco3)cc2)cc1,-10%,-7%,1,i,1.8,-19%,-1%,66*,37*,-7%,3.2%
CCn1c(SCC(=O)Nc2ccc(N3CCOCC3)cc2)nnc1-c1ccncc1,.,.,.,i,0.9,.,0%,.,.,2%,0.7%
Cc1ccc(-n2nc(C(=O)O)nc2-c2ccccc2)cc1,-1.6%,-16%,1.2,i,2.3,-15%,-6%,-6,-14,1%,0.8%
Cc1cccc(-n2c(SCC(N)=O)nnc2-c2ccccn2)c1C,-0.3%,1%,1,i,0.6,1%,14%,-2,-1,12%,2.7%
CCOc1ccc(C2CC(c3cccc(OC)c3OC)n3nnnc3N2)cc1Cl (stereo not given),-2.0%,21%,1.1,i,1.1,16%,-10%,8,18,3%,2.8%
